Screening results from PubChem BioAssay.
GIRK2 activator: activators of NPY4-receptor-primed GIRK2 channels, summary, cell-based, HEK293, thallium flux; G protein-activated inward rectifier potassium channel 2 (Homo sapiens), P48051; HEK293 GIRK2/NPY4 cells, thallium flux fluorescence; 34,000 tested, under 10 active; activation (% efficacy), % for hits at 37.5 µM;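 active = primary screen hit, no activity in plain HEK293 cells, and in GIRK2-only cells above 5% efficacy rising with concentration; inactive = the rest, including fluorescent compounds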;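 also: efficacy is normalized control-subtracted fluorescence 15 s after thallium addition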
Target sequence (P48051 whole entry, looked up): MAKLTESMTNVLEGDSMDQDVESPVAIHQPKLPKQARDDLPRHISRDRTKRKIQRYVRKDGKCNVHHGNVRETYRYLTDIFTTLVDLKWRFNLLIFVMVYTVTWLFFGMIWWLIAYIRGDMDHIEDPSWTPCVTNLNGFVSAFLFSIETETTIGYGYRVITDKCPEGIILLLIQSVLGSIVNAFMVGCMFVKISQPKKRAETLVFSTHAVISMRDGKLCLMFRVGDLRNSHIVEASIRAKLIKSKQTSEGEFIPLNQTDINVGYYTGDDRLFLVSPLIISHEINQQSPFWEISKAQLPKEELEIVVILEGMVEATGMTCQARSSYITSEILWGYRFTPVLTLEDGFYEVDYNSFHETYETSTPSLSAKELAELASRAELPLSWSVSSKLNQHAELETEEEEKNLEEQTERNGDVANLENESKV
Calls only; i = inactive. An excerpt, so the mix of outcomes need not match the whole.

smiles | GIRK2 activator
Cn1c(-c2cccs2)nn(CCNC(=O)Nc2ccc3c(c2)OCO3)c1=O | i
CCC(C)NC(=O)c1cc2cc(OC)ccc2oc1=O (configuration not stated) | i
COc1cccc(CNC(=O)CCn2cnc3c(cnn3-c3ccc(F)cc3)c2=O)c1 | i
CCCCOc1ccc(C(=O)NCC2CCN(C(=O)NC(C)(C)C)CC2)cc1 | i
O=C1OC2CC1N(C(=O)Nc1c(F)cccc1F)C2 (configuration not stated) | i
O=C(Cc1ccc(NS(=O)(=O)c2cccs2)cc1)NCc1cccs1 | i
CCCS(=O)(=O)N1CCc2ccc(NC(=O)c3snnc3C)cc2C1 | i
COc1ccc(OC)c(S(=O)(=O)Cc2nc(-c3ccc4c(c3)OCO4)no2)c1 | i
COc1ccc(CN2CCc3nc(SCC(=O)Nc4cc(C)cc(C)c4)[nH]c(=O)c3C2)cc1 | i
CCn1nc(C(=O)N(CCCN(C)C)c2nc3cc(C)cc(C)c3s2)cc1C | i
COc1ccc2oc(=O)c(C(=O)Oc3ccc(F)cc3)cc2c1 | i
CC(=O)N1CCc2ccc(NC(=O)c3ccc(Br)o3)cc21 | i
COC(=O)c1sccc1S(=O)(=O)N(CC(=O)Nc1ccccc1)c1ccccc1 | i
Cc1cnc2n(c1=O)C(CC(=O)N1CCN(C(=O)c3ccco3)CC1)CS2 (configuration not stated) | i
COc1ccc(NC(=O)NCC(C)(O)C2CC2)c(OC)c1 (configuration not stated) | i
O=C(NCCn1nc(-c2ccco2)ccc1=O)Nc1ccc(Cl)cc1 | i
Cc1ccc(N2CCN(C(=O)c3ccc([N+](=O)[O-])c(C)c3)CC2)c(C)c1 | i
CCOc1ccc(Br)cc1S(=O)(=O)NCCOc1ccc(-c2ccc(C)cc2)nn1 | i
N#C/C(=C\N1CCN(Cc2ccc3c(c2)OCO3)CC1)S(=O)(=O)c1ccccc1 | i
COCCNC(=O)c1ccc(Cn2c(=S)[nH]c3ccc(Br)cc3c2=O)cc1 | i
CCOc1cc(C(=O)NC2CCS(=O)(=O)C2)cc(OCC)c1OCC (configuration not stated) | i
CSc1ncccc1C(=O)N1CCC(CNS(=O)(=O)Cc2cccc(F)c2)CC1 | i
O=C(NCc1cccs1)C(=O)NCC1CCN(C2CCCC2)CC1 | i
O=C(c1cc2ccccc2oc1=O)N(Cc1ccsc1)Cc1ccccn1 | i
COC1CCN(S(=O)(=O)c2cc(F)ccc2F)CC1 | i
COc1ccc2c(CC(=O)Nc3ccccc3C)cc(=O)oc2c1 | i
CCOc1ccc(NC(=O)c2sccc2N(C)S(=O)(=O)c2ccccc2)cc1 | i
O=C(Cn1cnc(-c2ccccc2)cc1=O)N1CCC(Cc2ccccc2)CC1 | i
CCn1ccnc1N1CCN(C(=O)c2ccc(S(=O)(=O)N3CCCCC3)cc2)CC1 | i
CCCc1cc(=O)[nH]c(-n2nc(-c3ccco3)cc2NC(=O)c2cc(C3CC3)on2)n1 | i
COc1ccc(C(=O)N2c3ccccc3CC2C(N)=O)c(OC)c1 (configuration not stated) | i
O=C(NCCc1ccsc1)C(=O)Nc1ccc2c(c1)OCO2 | i
CCN(Cc1ccccc1)C(=O)Cn1cnc(C)cc1=O | i
CNC(=O)c1cccc(-c2noc(C3CN(C(=O)C4CCC4)C3)n2)c1 | i
CCOC(=O)C1CCN(C(=O)OC)CC1 | i
CC(=O)Nc1ccc(NC(=O)C(=O)NCc2ccco2)cc1 | i
CCn1nnc2c(N3CCN(C(=O)NCc4ccc(OC)c(OC)c4)CC3)ncnc21 | i
Cc1cc(C)c(C)c(OCC(O)CN2CCN(c3ccccn3)CC2)c1 (configuration not stated) | i
Cc1nnc(NC(=O)Cn2c3c(c(=O)n(C4CCCCC4)c2=O)CCC3)s1 | i
Cc1cccc(OCc2occc2C(=O)N(C)Cc2cc(=O)[nH]c3ccccc23)c1 | i
O=C(Nc1ccc(F)c(Cl)c1)c1ccc(=O)n(Cc2cccc(F)c2)c1 | i
CCc1nnsc1C(=O)Nc1ncc([N+](=O)[O-])s1 | i
Cc1cc(C)c2c(n1)nn1c(N3CCCCC3)cc(C)nc21 | i
COc1ccc(C(=O)CSc2nc(CC(=O)Nc3ccc(-n4cnnn4)cc3)cs2)cc1 | i
Cc1ccc(N2CCN(C(=O)N3CCCCC3)CC2)cc1Cl | i
COc1cc(NC(=O)NCCNc2nc(C)cc(N(C)C)n2)cc(OC)c1OC | i
CCNC(=O)C1Cc2ccccc2N1C(=O)Nc1cccc(OC)c1OC (configuration not stated) | i
O=C(CN1C(=O)CCC1=O)NCC1(c2cccs2)CCOCC1 | i
CC(=O)Nc1ccc(NC(=O)c2nnn(-c3cccc(Cl)c3)c2N)cc1 | i
COc1cc2ccccc2cc1C(=O)Nc1nnc(CCSc2ccccc2)o1 | i

Filtered by structure, those above containing a Cl atom
smiles | GIRK2 activator
O=C(NCCn1nc(-c2ccco2)ccc1=O)Nc1ccc(Cl)cc1 | i
O=C(Nc1ccc(F)c(Cl)c1)c1ccc(=O)n(Cc2cccc(F)c2)c1 | i
Cc1ccc(N2CCN(C(=O)N3CCCCC3)CC2)cc1Cl | i
CC(=O)Nc1ccc(NC(=O)c2nnn(-c3cccc(Cl)c3)c2N)cc1 | i

(list continues)
smiles | GIRK2 activator
CCOc1ccc(-c2ccc(N3CCN(C(=O)Nc4ccccc4Cl)CC3)nn2)cc1 | i
O=C(NCC(=O)N1CCOC(c2ccccc2)C1)c1ccc(C(F)(F)F)cc1 (configuration not stated) | i
O=C(c1ccc2c(c1)OCO2)N1CCN(C(=O)C2CC2c2cccs2)CC1 (configuration not stated) | i
O=C(NCC(O)c1ccsc1)c1c(F)cccc1F (configuration not stated) | i
COc1cccc(Cn2nc3ccc(S(=O)(=O)N4CCCCCC4)cn3c2=O)c1 | i
COc1ccc(S(=O)(=O)Nc2ccc(CC(=O)NCc3cccs3)cc2)cc1OC | i
COC(=O)c1ccc2c(=O)n(CCCOC(C)C)c(=S)[nH]c2c1 | i
COc1cc(COCC2CCN(C(=O)Cc3ccccc3Cl)CC2)cc(OC)c1 | i
COc1cccc(S(=O)(=O)Nc2ccc3c(c2)OCCO3)c1 | i
NC(=O)CSc1nc(-c2ccccc2)c(NC(=O)c2cccs2)s1 | i
CCOC(=O)c1ccc(NC(=O)c2nc(-c3cnccn3)no2)cc1 | i
CC1CCC2(CC1)NC(=O)N(CC(=O)Nc1ccc(Cl)c(Cl)c1)C2=O (configuration not stated) | i
O=C(NCc1n[nH]c(=O)c2ccccc12)c1cc2ccccc2oc1=O | i
CC(=O)c1ccc(NC(=O)CN2CCC(c3nnc(-c4ccco4)o3)CC2)cc1 | i
Cc1ccc(N2CCCS2(=O)=O)cc1NC(=O)Nc1ccc(Cl)cc1 | i
COc1ccc(Br)c(C(=O)NCC(O)c2sccc2C)c1 (configuration not stated) | i
COc1ccc(C(=O)COC(=O)c2cc(CC(C)C)nc3ccccc23)cc1OC | i
CS(=O)(=O)N1CCC(Cn2c(C(F)(F)F)nc3ccccc32)CC1 | i
Cc1cccc(Cn2nc3ccc(S(=O)(=O)N4CCCCCC4)cn3c2=O)c1 | i
Cn1c(SCC(=O)Nc2cccc(Br)c2)nc2c(-c3ccccc3)c[nH]c2c1=O | i
COc1ccc(-c2ccc(C#N)c(SCc3ccc(C#N)cc3)n2)cc1 | i
CS(=O)(=O)N1CCCc2ccc(NC(=O)C(=O)NCCC3=CCCCC3)cc21 | i
CCOc1cccc2sc(NC(=O)c3c(C)cnn3C)nc12 | i
CCOc1ccc2nc(N(CCN3CCOCC3)C(=O)c3cc(-c4ccccc4)on3)sc2c1 | i
C=C(C)CN1CCN(c2cc(C)nc3c(-c4ccccc4OC)cnn23)CC1 | i

Four structures already listed, sorted by formula weight, high to low:
smiles | GIRK2 activator
COc1ccc(C(=O)COC(=O)c2cc(CC(C)C)nc3ccccc23)cc1OC | i
CS(=O)(=O)N1CCCc2ccc(NC(=O)C(=O)NCCC3=CCCCC3)cc21 | i
Cc1cccc(Cn2nc3ccc(S(=O)(=O)N4CCCCCC4)cn3c2=O)c1 | i
COC(=O)c1ccc2c(=O)n(CCCOC(C)C)c(=S)[nH]c2c1 | i

(listing goes on)
SMILES,GIRK2 activator
COc1ccc(S(=O)(=O)N2CCC(C(=O)Nc3nnc(-c4cccs4)o3)CC2)cc1,i
O=C(NCCNc1ccc(Nc2ccccn2)nn1)c1ccc(Br)o1,i
CCNC(=O)C1Cc2ccccc2N1C(=O)COC (configuration not stated),i
CN(C)S(=O)(=O)c1ccc(C(=O)N2CCC(c3nnc(-c4ccco4)o3)CC2)cc1,i
COc1cccc(C(=O)NCCn2nc(-c3cccnc3)ccc2=O)c1OC,i
COc1ccccc1CNC(=O)CCN1C(=O)c2ccccc2S1(=O)=O,i
O=C(c1ccc(Br)s1)N(CCCn1ccnc1)c1nc2ccccc2s1,i
CNC(=O)/C(C#N)=C1\SC(Cc2ccccc2Cl)C(=O)N1c1cccc(OC)c1 (configuration not stated),i
O=C(CC(c1ccccc1)c1ccccc1)N(Cc1ccsc1)Cc1ccccn1,i
CSc1cccc(NC(=O)C(=O)NCC2CCN(C(=O)NC(C)(C)C)CC2)c1,i
O=C(NCCc1ccco1)C(=O)Nc1ccc2c(c1)OCO2,i
Cc1nnc(C2CCN(CC(=O)NCC3CCCO3)CC2)s1 (configuration not stated),i
Cc1cc(NC(=O)C(=O)NCc2ccccc2Cl)ccc1N1CCCC1=O,i
O=C(NCc1ccc2c(c1)OCO2)C(=O)NCC1(c2cccs2)CCCC1,i
COc1cc(C(C)=O)ccc1OCC(=O)Nc1c(C)nc2cc(C)ccn2c1=O,i
Cc1cc(C)n(CCN2CCN(C(=O)c3ccccc3Br)CC2)n1,i
CCOC(=O)C1CCN(CC(O)COc2ccc(C)cc2C)CC1 (configuration not stated),i
Cc1nc(NCC(C)O)nc(NC2CCCCC2)c1[N+](=O)[O-] (configuration not stated),i
CCC1=C(C(=O)OC)C(c2ccc(OC(F)F)c(OC)c2)n2ncnc2N1 (configuration not stated),i
Cc1ccc(CCNC(=O)CCn2c(=O)[nH]c3ccccc3c2=O)cc1,i
O=C(NCCCn1nc(-c2ccncc2)ccc1=O)c1ccc2ccccc2c1,i
CC1CN(C)CCN1CC1CCN(S(=O)(=O)C2CC2)CC1 (configuration not stated),i
O=C(Nc1sc2ccccc2c(=O)c1-c1ccc2c(c1)OCO2)c1cccs1,i
O=C(CSc1ccccc1)N(CCN1CCOCC1)c1nc2c(F)cccc2s1,i
O=C(NCC(O)C1CCCCC1)NC1CCCCC1 (configuration not stated),i
COc1ccc(CNC(=O)C(=O)NCC2CCN(C(=O)Nc3ccc(F)cc3)CC2)cc1,i
O=C(CSc1ccc(F)cc1)N1CCN(c2ccc(-c3ccco3)nn2)CC1,i
COc1ccc(CNC(=O)CSc2nc(-c3ccccc3)[nH]c2S(=O)(=O)c2ccccc2)cc1,i
COc1ccc(-c2cc(=O)n(CC(=O)NCC3CCCO3)cn2)cc1 (configuration not stated),i
CCC(=O)c1ccc(OCC(O)CN2CCN(CCO)CC2)cc1 (configuration not stated),i
CC(=O)Nc1ccc(NC(=O)c2nnn(-c3ccc(Cl)cc3)c2C)cc1,i
CCOc1ccc2c(c1)sc(=NC(=O)c1ccn(C)n1)n2C,i
Cc1ccc(NC(=O)c2cc(C)no2)c(C(=O)c2ccccc2)c1,i
Cc1cc(OCC(=O)NCCCn2nc(-c3ccncc3)ccc2=O)ccc1Cl,i
Cc1nc(-n2cccc2)sc1C(=O)N1CCN(c2cccc(Cl)c2)CC1,i
O=C(COc1ccc2ccccc2c1)NCC(c1cccs1)N1CCOCC1 (configuration not stated),i
Cn1cnc(-c2ccc(Cl)cc2)cc1=O,i
O=C(NCC(=O)N1CCOC(c2ccccc2)C1)C(=O)NC1CCCCCC1 (configuration not stated),i
O=C(COc1ccccc1)N1CCC(CNS(=O)(=O)c2ccc(OC(F)(F)F)cc2)CC1,i
Cc1ccc(NC(=O)Nc2cccc(N3CCCS3(=O)=O)c2)cc1,i

Reformatted: entries from further up.
O=C(NCC(=O)N1CCOC(c2ccccc2)C1)C(=O)NC1CCCCCC1 (configuration not stated)
  GIRK2 activator = i
O=C(COc1ccc2ccccc2c1)NCC(c1cccs1)N1CCOCC1 (configuration not stated)
  GIRK2 activator = i
Cn1cnc(-c2ccc(Cl)cc2)cc1=O
  GIRK2 activator = i
O=C(COc1ccccc1)N1CCC(CNS(=O)(=O)c2ccc(OC(F)(F)F)cc2)CC1
  GIRK2 activator = i

Further compounds follow.
SMILES,GIRK2 activator
CCOC(=O)c1c(NC(=O)C2CCN(S(C)(=O)=O)CC2)sc2ccccc12,i
Cc1cc(NC(=O)c2ccc(S(=O)(=O)N(CC(C)C)CC(C)C)cc2)n(C(C)C)n1,i
Cc1ccccc1NC(=O)NCC(O)Cc1ccccc1 (configuration not stated),i
COc1ccc(S(=O)(=O)CCC(=O)Nc2nc3c(s2)CSc2ccccc2-3)cc1,i
COC(=O)c1sccc1S(=O)(=O)N(CC(=O)Nc1cccc(OC)c1)c1ccc(C)cc1,i
O=C(NCC12CC3CC(CC(C3)C1)C2)N1CCN(CCO)CC1,i
CC(C)S(=O)(=O)c1cccc(C(=O)Nc2ccc(-c3nc4ccccc4s3)cc2)c1,i
COc1ccc(-n2nnc(C(=O)OCc3nc(-c4cccc(OC)c4OC)oc3C)c2C)cc1Cl,i
COc1ccc2nc(-c3cccc(NC(=O)c4ccc(C(F)(F)F)cc4)c3)cn2n1,i
CCN(CC)S(=O)(=O)c1ccc(C(=O)N2c3ccccc3CC2C(N)=O)cc1 (configuration not stated),i
Cc1ccc(C(=O)Nc2ccc(S(C)(=O)=O)cc2)cc1S(=O)(=O)N1CCCCCC1,i
COc1cc(C(=O)Nc2cc(C)nn2C)cc(OC)c1OC,i
Cc1cc(C)n(CCN2CCN(C(=O)C3CCC3)CC2)n1,i
O=C(NCCc1cnc[nH]1)c1ccc(Cn2c(=S)[nH]c3ccc(Br)cc3c2=O)cc1,i
